# Bioassay records as filed in PubChem.
# AmpC no deterg: inhibitors of E. coli AmpC beta-lactamase without detergent. P00811. AmpC nitrocefin hydrolysis, absorbance 480 nm, 0.0001% Triton. Potency, µM (titrated, usually from 57.1 µM), for the others: at the top dose activity change, negative = inhibition, most hits filed as inhibitors. actives 0.52% (n = 330,000). AID 485341;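 also: potency is read from the fitted curve at half-maximal effect; plate controls were no compound for no effect and no enzyme for full effect; nearly all actives have a fitted effect of over 20% in size; some results filed as inactive show a strong effect at the top dose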
# Target sequence (P00811 whole entry, looked up): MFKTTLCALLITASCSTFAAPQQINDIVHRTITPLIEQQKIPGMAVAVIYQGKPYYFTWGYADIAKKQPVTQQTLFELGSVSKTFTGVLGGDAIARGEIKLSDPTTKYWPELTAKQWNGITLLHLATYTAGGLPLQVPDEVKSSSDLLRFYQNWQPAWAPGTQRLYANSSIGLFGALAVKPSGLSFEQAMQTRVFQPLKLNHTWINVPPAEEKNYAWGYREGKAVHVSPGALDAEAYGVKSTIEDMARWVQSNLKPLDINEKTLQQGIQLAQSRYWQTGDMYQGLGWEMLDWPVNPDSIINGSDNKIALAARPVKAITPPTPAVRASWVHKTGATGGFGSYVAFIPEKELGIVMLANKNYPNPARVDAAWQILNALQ
#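 20 mM phosphate pH 7.0 + 0.01% (detergent screen) or 0.0001% Triton X-100; 5.3 nM AmpC reagent; cpd preinc 15 min RT; nitrocefin (800 uM stock) to start; A480 q20 s × 4 min; Activity was normalised to no-enzyme and no-compound control wells.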
# Giardia FBPA inh: blocks Giardia fructose-bisphosphate aldolase activity; A8B2U2; purified Giardia FBPA; Potency, µM (highest dose often 59.6 µM), for the others: at the highest dose activity, negative = inhibition, hits mostly inhibitors; actives 0.71% (n = 290,000); also: potency is read from the fitted curve at half-maximal effect; nearly all actives have a fitted effect of over 55% in size
# Target sequence (A8B2U2 whole entry, looked up): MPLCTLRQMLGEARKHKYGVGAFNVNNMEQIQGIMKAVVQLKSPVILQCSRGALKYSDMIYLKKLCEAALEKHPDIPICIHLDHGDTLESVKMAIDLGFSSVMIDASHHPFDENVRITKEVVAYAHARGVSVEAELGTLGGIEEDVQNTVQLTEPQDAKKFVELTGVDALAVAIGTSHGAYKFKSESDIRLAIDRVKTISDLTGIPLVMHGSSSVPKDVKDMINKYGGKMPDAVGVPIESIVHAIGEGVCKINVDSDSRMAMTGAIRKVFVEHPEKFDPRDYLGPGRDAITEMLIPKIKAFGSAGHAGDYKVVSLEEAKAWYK
#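 40 nM FBPA preincubated 10 min at RT with compound (up to 57.5 uM final), then substrate plus GAPDH/TPI/NAD/arsenate coupling and diaphorase/resazurin added. Fluorescence read after 20 min at RT, 525/598 nm.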
# AmpC detergent: inhibitors of E. coli AmpC beta-lactamase with detergent; P00811; AmpC hydrolysis of nitrocefin, absorbance 480 nm, 0.01% Triton; Potency, µM (doses to about 114 µM), inactives show top-dose activity change, negative = inhibition, actives largely listed as inhibitors; actives 0.041% (n = 370,000);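 also: potency is read from the fitted curve at half-maximal effect; 0% = no-compound wells and -100% = no-enzyme wells; nearly all actives have a fitted effect of over 25% in size; some results filed as inactive show a strong effect at the top dose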
#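 20 mM phosphate pH 7.0 + 0.01% (detergent screen) or 0.0001% Triton X-100; 5.3 nM AmpC reagent; cpd preinc 15 min RT; nitrocefin (800 uM stock) to start; A480 q20 s × 4 min; Activity was normalised to no-enzyme and no-compound control wells.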
# HCMV inh: inhibitors of human cytomegalovirus; HFF cells, HCMV-luciferase reporter, 72 h; stronger effect = lower value; activity change, negative = inhibition, % at 57.5 µM; actives 4.5% (n = 410,000); AID 1259415; in the data active = activity change below about -60%; inconclusive = no clear call, values can overlap the other calls; inactive = above about -39%
#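 Cell-based, HFFs, 1000 cells/well, 16 h 37C; cpds in DMSO + HCMV-luc, MOI 1 PFU/cell; 72 h 37C; OneGlo luminescence after 5 min RT; norm. to buffer vs Salinomycin 10uM.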
# Sm TGR inh: S. mansoni TGR enzyme inhibition; Q962Y6; purified TGR, DTNB reduction, TNB absorbance 405 nm; Potency, µM (doses to about 114 µM), for inactives: at the top dose activity change, negative = inhibition, most hits filed as inhibitors; actives 3% (n = 360,000); AID 485364; also: potency is read from the fitted curve at half-maximal effect; nearly all actives have a fitted effect of over 60% in size
#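 First, TGR (20 nM dispensed) and NADPH were mixed with compound. Second, a 15 min room-temperature incubation followed. Third, further NADPH and then DTNB were added to start the reaction. Finally, TNB absorbance was monitored kinetically.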
# AMA1-RON2 inh: AMA1-RON2 (P. falciparum) interaction inhibition; AlphaScreen AMA1-biotinylated RON2 peptide binding; AID 720542; actives 0.2% (n = 360,000); Potency, µM (series often up to 58.2 µM), inactives show top-dose activity change, negative = inhibition, most hits filed as inhibitors;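 also: potency is read from the fitted curve at half-maximal effect; 0% = vehicle wells and -100% = peptide control; nearly all actives have a fitted effect of over 45% in size; some results filed as inactive show a strong effect at the top dose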
#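 AMA1 (3D7) with his tag at 25 nM final met compounds first, then biotinylated RON2 peptide at 25 nM; detection used donor plus acceptor beads, 10 µg/mL apiece, read by AlphaScreen after 30 min at room temperature.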
# * marks the source's active call; other numbers are inactive results; ? = inconclusive; . = not tested or not shown; & = joins results of further samples; [ ] = remark or other dose. Unless noted, calls follow the shape of the dose curve; as a rule, active = well fitted curve in the direction sought with a large enough effect; inconclusive = small, poorly fitted or top-dose-only effect, or another doubt; inactive = no such curve, though single readings can be large; an effect the other way counts as inactive or inconclusive. Unless noted, % is scaled to controls: 0 for no effect and ±100 for the full control effect.
SMILES,AmpC no deterg,Giardia FBPA inh,AmpC detergent,HCMV inh,Sm TGR inh,AMA1-RON2 inh
CCOC(=O)C1=C(O)C(=O)NC(c2ccccc2)=C(OC2CCCCC2)C1,-16%,-4%,-13%,-21,-25%,-18%
COc1ccc(N(Cc2cc3ccc(C)cc3[nH]c2=O)C(C)=O)cc1,-10%,12%,?,-5,-2%,-1%
CCOc1ccccc1CNC(=O)CCCn1c(=O)c2cccn2c2cccnc21,.,.,-5%,-24,-2%,.
Cn1c(SCc2nc3ccccc3[nH]2)nnc1-c1cnccn1,-10%,-15%,-10%,0,-3%,3%
S=C(Nc1cccnc1)NC1CCCCCCC1,-28%,-1%,-9%,-16,-17%,-4%
Cn1ncc2c(N3CCOCC3)ncnc21,2%,4%,6%,6,7%,-6%
COc1ccccc1-c1cc(-c2ccc(O)cc2)nc(N)c1C#N,-44%,-7%,-3%,135,-13%,3%
COc1ccc(C(=O)C(C)N(C(=O)c2ccc(Cl)cc2Cl)N2C(=O)C3C4C=CC(C4)C3C2=O)cc1 (stereo unspecified),20%,-2%,4%,-27,-2%,0%
COc1ccc(C#Cc2c(C=O)n(C)c3ccccc23)cc1,-16%,.,-14%,-10,-1%,241%[activator]
COc1cc2c(c(OC)c1OC)C(c1ccc(O)cc1)CC(=O)O2 (stereo unspecified),-32%,?,.,-9,.,-10%

# Results in AmpC detergent, for some of the entries so far:
canonical_smiles	AmpC detergent
COc1ccc(N(Cc2cc3ccc(C)cc3[nH]c2=O)C(C)=O)cc1	?
CCOc1ccccc1CNC(=O)CCCn1c(=O)c2cccn2c2cccnc21	-5%
Cn1c(SCc2nc3ccccc3[nH]2)nnc1-c1cnccn1	-10%
S=C(Nc1cccnc1)NC1CCCCCCC1	-9%
Cn1ncc2c(N3CCOCC3)ncnc21	6%
COc1ccccc1-c1cc(-c2ccc(O)cc2)nc(N)c1C#N	-3%
COc1ccc(C(=O)C(C)N(C(=O)c2ccc(Cl)cc2Cl)N2C(=O)C3C4C=CC(C4)C3C2=O)cc1 (stereo unspecified)	4%

# Next part:
SMILES,AmpC no deterg,Giardia FBPA inh,AmpC detergent,HCMV inh,Sm TGR inh,AMA1-RON2 inh
O=C(CSc1nc2ccccc2n1S(=O)(=O)c1ccccc1)N1CCCC1,-16%,13%,1%,-26,-1%,2%
COc1ccc(-c2csc(NC(=O)c3ccc(N4C(=O)CCC4=O)cc3)n2)cc1,-5%,0%,-2%,-67*,7%,-1%
CCCNC(=O)C1CC(=O)N(c2ccc(OCC)cc2)C1 (stereo unspecified),-17%,4%,3%,-31,-2%,35%[activator]
CC1CCN(S(=O)(=O)c2ccc(NC(=O)Cc3ccccc3)cc2)CC1,-26%,4%,-2%,-9,0%,-14%
CCCNC(=O)c1ccccc1NC(=O)c1ccccc1SC,-12%,0%,1%,50,.,2%
CCOc1ccc(CCNC(=O)COC(=O)Cn2nc(C)c([N+](=O)[O-])c2C)cc1OCC,?,.,?,-30,-2%,2%
COc1ccc(COc2cc(-c3cccc(OC)c3)nc3ccc(NC(=O)c4ccc(N(C)C)cc4)cc23)cc1,4%,0%&4%,4%,.,0%,0%
Cc1cc(C)nc(/N=C2\NC(=O)CC(C(=O)O)N2CCc2c[nH]c3ccccc23)n1 (stereo unspecified),-15%,0%,-7%,22,-18%,14%
O=C(c1ccccc1F)N1CCN(c2cnn(-c3cccc(Cl)c3)c(=O)c2Cl)CC1,87%[activator],5%,-4%,19,5%,8%
CN(CC(=O)Nc1ccccc1C(=O)NC1CC1)Cc1ccccc1F,-22%,.,?,6,5%,24%
CCc1cc(=O)oc2cc(C)cc(OCC(=O)NCc3ccccn3)c12,-3%,.,?,2,-2%,-3%
Cc1cccc(CC(C)NC(=O)c2cc(COc3ccc(F)cc3F)on2)n1 (stereo unspecified),31%,3%,-6%,-19,8%,3%
CCCS(=O)(=O)N1CCN=C1SCc1cccc(F)c1,9%,.,-2%,-71*,-7%,2%
Cc1ccc(C(=O)OCC(=O)c2ccc(Cl)s2)s1,-33%,-7%,?,-10,10%,31%[activator]
O=C1COc2cc(S(=O)(=O)CCC(=O)N3CCN(c4ccccc4F)CC3)c(Cl)cc2N1,.,.,13%,-13,15%,.
CS(=O)(=O)N(CC(=O)Nc1cccc([N+](=O)[O-])c1)c1ccccc1F,-20%,-1%,-1%,-26,.,-2%
CCOC(=O)c1ccc(NC(=O)Oc2cc(C)c(Cl)cc2C(C)C)cc1,-33%,-5%,-13%,3,-2%,13%
O=C(COC(=O)c1ccc2c(c1)OCCO2)NCCc1ccccc1,-21%,.,.,-18,.,11%[11.6 µM]
COc1cc(Cl)ccc1OCc1cc(C(=O)NC2CCc3ccccc32)no1 (stereo unspecified),-32%,.,0%,35,8%,0%
Cc1nn(Cc2ccc([N+](=O)[O-])cc2)c(=O)n1N(C)c1ncc(C(F)(F)F)cc1Cl,70%[activator],9%,2%,35,2%,-3%
COc1cccc(C(=O)N/N=C(/CCC(=O)O)c2ccccc2)c1,-27%,-1%,?,7,8%,0%[2.32 µM]
CCOc1ccc(NC(=O)CN(C)C(=O)c2cc(-c3ccc(OC)cc3)nc3ccccc23)cc1OCC,101%[activator],.,?,-18,0%,-9%
COc1cc2ccc(=O)oc2cc1OCC(O)C(C)(C)O (stereo unspecified),-9%,-3%,-2%,-8,-9%,14%
CCC(C)NC(=O)C1CCN(S(=O)(=O)c2ccc(OC)cc2)CC1 (stereo unspecified),-16%,4%,1%,-5,1%,0%
COc1ccccc1N1CCc2c(C)nc3c(OC)cccc3c21,-1%,10%,-5%,.,5%,-2%
Cc1cc(C)c(NC(=O)CNC(=O)CN2C(=O)NC3(CCCc4ccccc43)C2=O)c(C)c1 (stereo unspecified),26%,.,?,-28,1%,3%
COc1ccc(NC(=O)COC(=O)CCc2ccc(S(=O)(=O)N3CCOCC3)cc2)cc1Cl,7%,.,.,20,.,-15%
CCN(CC)S(=O)(=O)c1ccc(O)c(C(=O)OCC(=O)N2c3ccccc3CC2C)c1 (stereo unspecified),-21%,2%,-12%,9,-7%,-22%
O=C(COC(=O)c1cccs1)NC12CC3CC(CC(C3)C1)C2,-14%,-5%,3%,14,1%,7%
C=C(C)C1CC=C(C)/C(=N/NC(=O)CNc2ccc(C)cc2C)C1 (stereo unspecified),-29%,7%,?,-31,-1%,4%
COc1ccccc1-c1nn2c(C(F)(F)F)nnc2s1,-23%,-12%,-13%,-10,4%,5%
Cc1ccc(S(=O)(=O)C2(C(=O)NCCc3ccccc3)CC2)cc1,-1%,-5%,-2%,.,14%,-13%
Cc1ccc(-c2cc(C(=O)N3CCc4ccccc4C3)[nH]n2)cc1C,-23%,9%,-10%,-29,-3%,3%
Cc1ccc(OCCNC(=O)c2cccc(S(=O)(=O)NCc3ccccc3)c2)cc1,-15%,.,0%,-24,-12%,0%
CC1=C(c2ccc(C)cc2)S(=O)(=O)N(CC(=O)O)C1=O,-10%,20%,-14%,35,9%,8%
C=C1CC(C(=O)N/N=C/c2ccccc2)C1,-30%,-2%,?,15,3%,11%
Cc1cccc(OCC(=O)Nc2ccc(S(=O)(=O)Nc3cc(C)nc(C)n3)cc2)c1,-13%,21%,-5%,?,.,5%
Cc1ccc2nc3c(c(Nc4ccc(O)cc4)c2c1)CCC3,-15%,2%,2%,?,-12%,0%
CCCCC(=O)NC(=S)NNC(=O)c1ccc(OC)cc1,-51%,6%,35µM*,-30,1%,109%[activator]
Cc1cccc(-c2ocnc2C(=O)Nc2ccccc2NC(=O)c2ccccn2)c1,1%,19%,-9%,-98*,5%,88%[activator]
CC(C)Oc1ccc(CNC(=O)c2cccc(NC(=O)c3nsc4ccccc34)c2)cc1,.,.,21%,2,9%,.
C/C(=C\c1cccc(Br)c1)C(=O)c1c(C)cc(C)[nH]c1=O,-15%,7%,-2%,?,8%,-6%
COc1cccc(C(=O)NC(=S)Nc2ccccc2N2CCCCC2)c1,-23%,16µM*,4%,-32,5%,26%
CCN1C(=O)c2ccccc2S(=O)(=O)c2ccc(C(=O)N3CCOCC3)cc21,-8%,-2%,-3%,-30,86%[activator],-6%
O=C(O)CSC(C(=O)Nc1ccc(Br)cc1)c1ccccc1 (stereo unspecified),-19%,13%,0%,?,.,31%[activator]
COc1ccc(C2N(c3ccc(Cl)cc3)C(=O)C3CCCN32)cc1 (stereo unspecified),41%,8%,-6%,-1,-3%,-2%
Fc1ccc(NCc2ccccc2F)cc1Cl,-22%,.,-3%,-2,-17%,23%
CCN(CC)c1ccc(C=N/C(C#N)=C(\N)C#N)cc1,-15%,-16%,-13%,26,-28%,32%[activator]
CCCCn1c(CN2CCN(c3ccc(F)cc3)CC2)nc2c1c(=O)n(C)c(=O)n2C,-13%,2%,-3%,-5,4%,-5%
O=C(c1ccc2c(c1)N(Cc1ccc(F)cc1)C(=O)c1ccccc1S2(=O)=O)N1CCN(Cc2ccccc2)CC1,.,.,23%,?,4%,.

# The listing continues:
SMILES,AmpC no deterg,Giardia FBPA inh,AmpC detergent,HCMV inh,Sm TGR inh,AMA1-RON2 inh
CCOC(=O)c1c[nH]c(=S)n1C,-9%,-21%,5%,73,7%,5%
COCc1[nH]c(=S)[nH]c(=O)c1C,-14%,?,1%,-7,7%,54%[activator]
Cc1ccc(S(=O)(=O)C2(C(=O)N3CCCC(C)C3)CC2)cc1 (stereo unspecified),-6%,5%,0%,10,8%,2%
Cc1ccc(C(=O)Cn2ncsc2=N)cc1,-17%,1%,0%,26,0%,-3%
O=C(COc1ccccc1[N+](=O)[O-])Nc1ccc2c(c1)CCC2,2%,.,2%,9,1%,-3%
CCOC(=O)C(CC)n1cnc2c(nnn2-c2cccc(OC)c2)c1=O (stereo unspecified),9%,3%,9%,3,6%,-2%
Nc1ccc(SC(F)(F)F)cc1,-18%,-17%,5%,21,-3%,-5%
COc1ccccc1C(=O)Nc1c2c(nn1-c1cccc(C)c1C)CS(=O)C2 (stereo unspecified),41%,10%,-1%,-3,5%,0%
CCN(C[C@H]1N[C@@](C)(C(=O)OC)[C@H]2C(=O)N(Cc3ccccc3)C(=O)[C@@H]12)C(=O)c1ccc(C(C)(C)C)cc1,142%[activator],.,.,-8,.,-1%
CCN1CCN(C(=O)COc2ccc(S(=O)(=O)N3CCOCC3)cc2Cl)CC1,2%,1%,4%,-13,-12%,-1%
Cc1ccc(CNC(=O)COc2cc(O)c3c(c2)OC(C)(C)CC3=O)cc1,-8%,4%,?,0,-23%,-1%
Cc1cn2c(=O)cc(COC(=O)c3cccc(NC(=O)COc4ccccc4)c3)nc2s1,.,.,8%,?,3%,.
O=C(CCOc1ccccc1)N1CCN(S(=O)(=O)c2cccs2)CC1,1%,7%,?,-6,4%,8%

# Two entries from above, with tabs.
molecule	AmpC no deterg	Giardia FBPA inh	AmpC detergent	HCMV inh	Sm TGR inh	AMA1-RON2 inh
Cc1ccc(S(=O)(=O)C2(C(=O)N3CCCC(C)C3)CC2)cc1 (stereo unspecified)	-6%	5%	0%	10	8%	2%
Cc1ccc(C(=O)Cn2ncsc2=N)cc1	-17%	1%	0%	26	0%	-3%
